aSyn yeast inh – rescues yeast growth from alpha-synuclein toxicity; 370,000 compounds, 0.14% hits; Potency, µM (series often up to 46.1 µM), inactives show top-dose growth rescue (activation), usual class: activators; Yeast expressing alpha-synuclein, growth rescue, BacTiter-Glo, 24 h; AID 652106; note: potency is the fitted concentration of half-maximal effect; % of control where 0% means no effect; nearly all actives have a fitted effect of over 65% in size
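Galactose-induced alpha-syn yeast (OD600=0.02, raffinose-pregrown) + pinned cpd, 24 hr, 30 deg C; growth by BacTiter-Glo luminescence. Growth restoration scores as activation.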
Abeta yeast res – A-beta toxicity reversal in yeast; 410,000 compounds, 0.063% hits; yeast expressing A-beta42, growth rescue, OD600, 48 h; response scale: 0% DMSO, 100% iron-clioquinol control; Potency, µM (top dose mostly 46.1 µM), without a hit: at the highest dose growth rescue, actives largely listed as activators; note: potency is the fitted concentration of half-maximal effect; nearly all actives have a fitted effect of over 55% in size
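Growth rescue measured by 600 nm absorbance after 48 h yeast culture at 30 C with compound. Values normalized between DMSO and an equimolar ferric chloride plus clioquinol control.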
D3 antag – D3 dopamine receptor (human) antagonism; P35462; D3R cells, DiscoveRx beta-arrestin luminescence, antagonist mode; active compounds read low; max response, negative = inhibition, %; 360,000 compounds, 2.5% hits; in the data active = max response below about -50%; inconclusive = no clear call, values can overlap the other calls; note: % is set by controls: 0 for no effect and ±100 for the full control effect; mostly tested at two doses, the higher about 12 µM
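Cells expressing the human receptor were seeded at 1500 cells/well, incubated overnight at 37 degrees C in 5% CO2, then exposed to library compounds with dopamine controls for 90 minutes at 37 degrees C before luminescent detection.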
PTHR1 ag – PTHR1 (human) receptor agonism; Q03431; 410,000 compounds, 0.075% hits; HEK293 GP2 PTHR1 cells, GloSensor cAMP luminescence, 1 h; Potency, µM (titrated, usually from 115 µM), inactives show top-dose activation, usual class: activators; note: potency is the fitted concentration of half-maximal effect; nearly all actives have a fitted effect of over 55% in size; some results filed as inactive show a strong effect at the top dose; inactives centre near -15; many of its hits are not listed in these tables
Target sequence (Q03431 whole entry, looked up): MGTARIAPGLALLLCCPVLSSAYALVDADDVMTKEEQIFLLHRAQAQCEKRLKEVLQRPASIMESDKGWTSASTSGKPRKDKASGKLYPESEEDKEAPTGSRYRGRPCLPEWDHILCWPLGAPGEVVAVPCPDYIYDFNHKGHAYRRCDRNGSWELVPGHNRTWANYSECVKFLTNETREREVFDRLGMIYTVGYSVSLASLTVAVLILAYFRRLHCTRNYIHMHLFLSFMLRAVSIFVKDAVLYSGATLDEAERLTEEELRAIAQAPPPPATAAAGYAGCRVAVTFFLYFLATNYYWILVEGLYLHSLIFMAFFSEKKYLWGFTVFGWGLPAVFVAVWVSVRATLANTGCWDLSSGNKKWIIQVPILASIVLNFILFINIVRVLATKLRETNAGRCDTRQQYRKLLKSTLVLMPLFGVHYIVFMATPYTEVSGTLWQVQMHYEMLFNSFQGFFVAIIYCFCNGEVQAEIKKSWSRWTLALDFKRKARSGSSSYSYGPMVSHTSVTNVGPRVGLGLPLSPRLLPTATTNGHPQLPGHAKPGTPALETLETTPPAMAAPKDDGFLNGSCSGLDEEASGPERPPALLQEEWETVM
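HEK-293-derived GP2 cells expressing PTHR1 and a GloSensor cAMP reporter, 3,000/well, plated overnight, given luciferin plus IBMX (each 0.5 mM as added) for 1 h at 37 °C, then compound for 1 h at 37 °C. Luminescence was read after 15 min at room temperature.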
Akt phos inh – Akt phosphorylation inhibition | Neuro2A IGF-stimulated pAkt S473 HTRF, 20 min; active compounds read low | activity change, % for hits at 50 µM | 360,000 compounds, 0.32% hits; in the data active = activity change below about -80%; inconclusive = mostly about -51% to -80%; note: % is set by controls: 0 for no effect and ±100 for the full control effect
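Single-point screen (50 µM final compound) in Neuro2A cells stimulated 20 min with 6 nM IGF at 37 deg C. After lysis, Ser473-phosphorylated Akt read by HTRF (ex 330 nm, em 615/665 nm) as the 665/615 ratio.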
GLP1R inv ag – GLP-1 receptor (human) inverse agonism | AID 624417 | P43220 | HEK293 GLP-1R CRE-luciferase, luminescence, 24 h; GLP-1R form is constitutively active | 410,000 compounds, 1.6% hits | Potency, µM (titrated, usually from 38.3 µM), for inactives: at the highest dose activity change, negative = inhibition, hits mostly inhibitors; note: potency is the fitted concentration of half-maximal effect; % is set by controls: 0 for no effect and ±100 for the full control effect; nearly all actives have a fitted effect of over 55% in size
Target sequence (P43220 whole entry, looked up): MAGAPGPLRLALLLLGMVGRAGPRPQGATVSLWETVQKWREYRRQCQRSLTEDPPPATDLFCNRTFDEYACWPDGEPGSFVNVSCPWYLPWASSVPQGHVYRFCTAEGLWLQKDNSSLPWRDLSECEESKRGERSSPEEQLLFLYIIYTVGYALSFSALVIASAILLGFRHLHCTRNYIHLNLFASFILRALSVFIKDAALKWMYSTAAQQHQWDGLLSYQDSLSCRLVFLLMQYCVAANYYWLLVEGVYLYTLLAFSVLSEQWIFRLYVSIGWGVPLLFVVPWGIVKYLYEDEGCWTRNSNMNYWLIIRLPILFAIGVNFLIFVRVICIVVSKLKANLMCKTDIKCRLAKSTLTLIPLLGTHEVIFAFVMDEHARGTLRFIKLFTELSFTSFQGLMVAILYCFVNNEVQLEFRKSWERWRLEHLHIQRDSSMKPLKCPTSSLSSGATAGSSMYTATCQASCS
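Luminescence readout: a drop in cAMP-driven luciferase signal flags inverse agonism at a constitutively active GLP-1R stably expressed in HEK293. Compound exposure lasted 24 hr at 37 deg C, 5% CO2.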
GLP1R ag – activates the human GLP-1 receptor; Potency, µM (series often up to 45.6 µM), for the others: at the top dose activation, most hits filed as activators; P43220; AID 624172; HEK293 GLP-1R CRE-luciferase, luminescence, 4-6 h; cells express a hypersensitive GLP-1R form; 380,000 compounds, 0.007% hits; note: potency is the fitted concentration of half-maximal effect; % of control where 0% means no effect
FUS yeast rescue – rescues growth of FUS-expressing yeast | S. cerevisiae FUS-expressing, growth rescue, OD600, 24 h | Potency, µM (doses to about 76.6 µM), inactives show at the highest dose growth rescue (activation), hits mostly activators | 390,000 compounds, 0.24% hits | AID 1347120;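 note: potency is the fitted concentration of half-maximal effect; plate controls were DMSO vehicle for no effect and reference control for full effect; nearly all actives have a fitted effect of over 55% in size; some results filed as inactive show a strong effect at the top dose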
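FUS-expressing yeast, raffinose-pregrown, induced in 2% galactose minimal medium at OD 0.005; compounds in a dilution series, 24hr at 30C. Growth restoration read as absorbance at 600 nm. CP55940 positive control, DMSO negative.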
TDP-43 yeast inh – TDP-43 toxicity inhibition in yeast | TDP-43 expressing yeast growth rescue, BacTiter-Glo, 24 h | Potency, µM (series often up to 46.1 µM), for inactives: at the highest dose growth rescue (activation), actives largely listed as activators | 410,000 compounds, 1.8% hits; note: potency is the fitted concentration of half-maximal effect; % of control where 0% means no effect; nearly all actives have a fitted effect of over 50% in size
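Luminescence from BacTiter-Glo reports growth of TDP-43-expressing yeast after 24 hr at 30 deg C with compound. Cells were raffinose-pregrown to mid-log, then seeded in galactose medium at OD600=0.02.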
* = called active by the depositor; i = inactive; ? = inconclusive; . = no result given; & = joins results of further samples; [ ] = dose if it differs, or a comment. Unless noted, calls come from the whole dose curve; as a rule, active = well fitted curve in the direction sought with a large enough effect; inconclusive = small, poorly fitted or top-dose-only effect, or another doubt; inactive = no such curve, though single readings can be large; an effect the other way counts as inactive or inconclusive. An excerpt; the hit share may differ from the screen's.

Start of the data: the first 2 entries, to show the layout:
The line under a structure holds: aSyn yeast inh	Abeta yeast res	D3 antag	PTHR1 ag	Akt phos inh	GLP1R inv ag	GLP1R ag	FUS yeast rescue	TDP-43 yeast inh
[1] Cc1nnc(SCC2=C(C(=O)O)N3C(=O)C(NC(=O)Cn4nc(C)c(Cl)c4C)C3SC2)s1 (configuration not stated)
    -1%	-1%	-14	i	i	26%	13%	8%	-9%[1.82 µM]
[2] C=C[C@]1(C)C=C2CCC3[C@](C)(CCC[C@@]3(C)C(=O)O)C2CC1 (some centres not stated)
    1%	-25%	2	-8%	i	?	0%	4%	4%

Main list (from the top)
The line under a structure holds: aSyn yeast inh	Abeta yeast res	D3 antag	PTHR1 ag	Akt phos inh	GLP1R inv ag	GLP1R ag	FUS yeast rescue	TDP-43 yeast inh
[1] Cc1nnc(SCC2=C(C(=O)O)N3C(=O)C(NC(=O)Cn4nc(C)c(Cl)c4C)C3SC2)s1 (configuration not stated)
    -1%	-1%	-14	i	i	26%	13%	8%	-9%[1.82 µM]
[2] C=C[C@]1(C)C=C2CCC3[C@](C)(CCC[C@@]3(C)C(=O)O)C2CC1 (some centres not stated)
    1%	-25%	2	-8%	i	?	0%	4%	4%
[3] O=C(CCc1ccccc1)NCCSc1ccccc1
    4%	13%	6	i	i	?	14%	7%	17%
[4] O=C(COC(=O)c1cc(S(=O)(=O)N2CCOCC2)ccc1F)Nc1cc([N+](=O)[O-])ccc1F
    12%	6%	-2	i	i	-11%	-3%	17%	1%
[5] COc1ccc([N+](=O)[O-])cc1NC(=O)C(C)OC(=O)CN1C(=O)C2CC=CCC2C1=O (configuration not stated)
    1%	11%	-1	?	i	-1%	11%	-6%	-14%
[6] Cc1ccc(C2c3c(oc4ccccc4c3=O)C(=O)N2c2nnc(C)s2)cc1 (configuration not stated)
    .	-5%	.	-24%	.	-1%	.	-5%	13%
[7] Cc1ccc([N+](=O)[O-])cc1S(=O)(=O)N1CCn2cccc2C1c1ccccc1 (configuration not stated)
    .	2%	.	i	.	-13%	.	?	?
[8] C/C(=N\Nc1nc(N)cc(Cl)n1)c1cccc([N+](=O)[O-])c1
    -5%	8%	-10	-8%	i	9%	-1%	10%	-12%
[9] CCc1ccc(S(=O)(=O)NCc2nc3cccnc3n2Cc2ccccc2Cl)cc1
    .	-1%	.	-41%[inhibitor]	.	?	.	-8%	16%
[10] NNC(=O)Cn1c2ccccc2c2ccccc21
    0%	-9%	-9	i	i	13%	4%	8%	-23%
[11] O=C(O)c1ccc(N/N=C/c2cc(Br)cs2)cc1
    -46%[inhibitor]	-91%[inhibitor]	-26	-36%[inhibitor]	i	?	-3%	20%	-86%[inhibitor]
[12] O=C(NC(Cc1ccccc1)C(=O)O)/C(=C\c1ccccc1)NC(=O)c1ccc(Br)o1 (configuration not stated)
    -2%	20%	-1	i	i	-4%	-5%	2%	16%
[13] NC(=O)C1CCN(C(=O)c2ccc(NS(=O)(=O)/C=C/c3ccccc3)cc2)CC1
    -1%	11%	-2	i	i	4%	1%	-17%	19%
[14] Cc1ccc(C(C(=O)NCC2CCCO2)N(C(=O)c2snc(C(N)=O)c2N)c2ccc(C(C)C)cc2)o1 (configuration not stated)
    0%	11%	-2	-14%	i	?	11%	33%	-11%
[15] Cc1ccc(C)c(NC(=O)CN(C)C(=O)[C@@H](NC(N)=O)C(C)C)c1
    -4%	6%	1	-16%	i	14%	10%	0%	-9%[1.82 µM]
[16] Cc1cccc(NC(=O)CSc2nc3[nH]ncc3c(=O)[nH]2)c1C
    1%	-3%	-9	-23%	i	10%	4%	23%	-19%
[17] CN(c1ccccc1)S(=O)(=O)c1cccc(NS(=O)(=O)c2ccc(/C=C/C(=O)O)cc2)c1
    -3%	7%	-13	-51%[inhibitor]	i	6%	-1%	-8%	-14%
[18] Cc1ccc(NC(=O)CC(=O)NCCN2CCOCC2)cc1
    -6%	14%	9	i	i	10%	0%	-19%	-8%
[19] COc1ccc(S(=O)(=O)N(C)c2ccc(C(=O)Nc3ccccc3C(=O)N3CCOCC3)cc2)cc1OC
    2%	-11%	7	-3%	i	40%	13%	21%	4%
[20] CC(=O)N1c2c(cc(Br)cc2S(=O)(=O)N2CCOCC2)CC1C (configuration not stated)
    0%	4%	-21	i	i	11%	-4%	5%	0%
[21] CCOC(=O)N1CCN(C(=O)C2CCN(S(=O)(=O)c3ccc(Cl)cc3)CC2)CC1
    .	-10%	-18	-19%	.	4%	-1%	8%	-4%
[22] S=c1[nH]nc(-c2ccco2)n1/N=C/c1c(Cl)cccc1Cl
    -7%	8%	1	-3%	i	5%	-2%	-18%	16%
[23] O=C(CCC(=O)N1CCOc2ccccc21)Nc1ccccc1Br
    2%	-1%	-1	-39%[inhibitor]	i	-10%	14%	-14%	9%
[24] Cc1cc(O)c(NC(=O)c2cccc([N+](=O)[O-])c2)cc1C
    -1%	-5%	-15	i	i	39%[activator]	10%	32%	-24%
[25] COc1cccc(-c2nnc3sc(-c4cccs4)nn23)c1
    0%	-13%	11	-24%	i	28%	0%	-4%	18%
[26] O=C(Cn1cc(COc2ccc(Cl)c(Cl)c2)nn1)NS(=O)(=O)c1ccccc1C(F)(F)F
    -3%	-17%	-67*	i	i	25%	-1%	-3%	9%
[27] COc1ccccc1CNC(=O)c1ccc(CN2CC(=O)N3CCCCC3C2=O)cc1 (configuration not stated)
    .	1%	.	i	.	6%	.	12%	9%
[28] N#CC1(C#N)C(C(N)=O)C1c1ccccc1 (configuration not stated)
    2%	-7%	-16	-23%	i	12%	-3%	0%	1%
[29] Cc1ccc(C(=O)NC(Cc2c[nH]c3ccccc23)C(=O)O)o1 (configuration not stated)
    -10%	-19%	?	-10%[57.5 µM]	i	-2%	-3%	11%	-27%
[30] CCC1Oc2ccc(C)cc2N(CC(=O)NCc2cccc(OC)c2)C1=O (configuration not stated)
    18%	-29%	11	-20%[57.5 µM]	i	-9%	18%	1%	?
[31] COCCNC(=O)C1CCCN(C(=O)c2csc3ccccc23)CC1 (configuration not stated)
    4%	14%	16	i	i	21%	3%	-6%	?
[32] CCc1nnc(SCc2ccc(OC)c(Br)c2)n1N
    17%	3%	-2	-6%	i	5%	4%	5%	-18%
[33] CN1C(=O)Cc2cc(S(=O)(=O)NCc3cccs3)ccc21
    -2%	-15%	6	i	i	2%	9%	-7%	-10%
[34] COc1cc(N(C)C)c([N+](=O)[O-])cc1C(=O)N1CCN(Cc2ccccc2)CC1
    1%	-1%	6	-22%	i	-22%	1%	13%	11%
[35] CNc1cc(-c2ccc(OC)c(OC)c2)ncn1
    -10%	-7%	36	-15%	i	3%	8%	-38%	14%
[36] CCOC(=O)c1ccc(NC(=O)CSc2nnc(CNc3ccc(C)cc3)n2C)cc1
    -1%	10%	11	-10%[57.5 µM]	i	?	1%	19%	5%
[37] O=C(c1cc2sccc2n1Cc1ccc(F)cc1)N1CCN(c2nc3ccccc3s2)CC1
    10%	17%	7	-23%[57.5 µM]	i	4.5µM*	-6%	20%	4%
[38] Cc1cccc(C(=O)NC2=NC(c3ccc(Cl)cc3)CC(=O)N2)c1 (configuration not stated)
    .	23%	.	-84%[inhibitor]	.	-30%	.	21%	?
[39] Cc1ccc(S(=O)(=O)/N=C(/c2ccc(F)cc2)N(C)C)cc1
    2%	-8%	4	i	i	16%	20%	-12%	-6%
[40] O=C(CSc1nnc(NC(=O)c2c(F)cccc2F)s1)Nc1ccc(F)cc1
    -9%	2%	-1	i	i	-13%	9%	4%	4%
[41] O=C(c1ccc(Cl)cc1)C1CCCN(C(=O)/C=C/c2ccccn2)C1 (configuration not stated)
    -2%	-23%	-2	i	i	-27%	2%	15%	14%[9.22 µM]
[42] CCN(CCN(C)C)C(=O)C1CCN(S(=O)(=O)c2c(C)noc2/C=C/c2ccccc2F)CC1
    -15%	-9%&-12%	-54*	-6%&-4%	i	?	4%	17%&36%	0%&2%
[43] CS(=O)(=O)Nc1cccc(-c2cn3ccccc3n2)c1
    5%	-12%	4	-28%	i	32%[activator]	2%	-2%	1%
[44] CC#CC(=O)NCC1(N(C)Cc2ccccc2)Cc2ccccc2C1
    3%	24%	-1	-3%	i	?	5%	27%	20%
[45] COC(=O)c1c(NC(=O)CN2CCCc3ccccc32)sc(C)c1C
    17%	3%	-60*	i	i	0%	6%	.	0%
[46] Cc1ccccc1-n1nc2c(c1NC(=O)C1CCCC1)CS(=O)(=O)C2
    1%	-12%	9	i	.	18%	-5%	-18%	3%
[47] O=S(=O)(c1cccc(C(F)(F)F)c1)N1CCN(C(=S)NC2CC2)CC1
    0%	-7%	3	i	i	?	-1%	.	-1%
[48] CS(=O)(=O)N(Cc1ccccc1)c1ccc(C(=O)Nc2ccc(Cl)cc2)cc1
    .	10%	.	-22%	.	?	.	?	0%
[49] CCOC(=O)c1c(N)nn(C(=O)c2ccccc2)c1-c1ccccc1
    -7%	10%	3	?	i	?	-2%	-2%	11%
[50] Cn1ccn(CCCCCCn2ccn(C)c2=S)c1=S
    -1%	9%	0	i	i	22%	-2%	-3%	4%
[51] O=C(CCN1CCOCC1)Nc1ccc(F)cc1
    0%	?	10	-13%	i	17%	-5%	-22%	0%
[52] Cc1c(NC(=O)c2ccc(Cl)s2)c(=O)n(-c2ccccc2)n1C
    -3%	8%	4	i	i	2%	-10%	.	-6%
[53] Cc1noc(C)c1NC(=O)N(C)C[C@@H]1OCc2cn(nn2)CCCC(=O)N([C@H](C)CO)C[C@H]1C
    -2%	-23%	-18	-10%	i	13%	-5%	-25%	-3%
[54] Cc1sc2nc(NCCO)[nH]c(=O)c2c1C
    0%	5%	4	?	i	4%	-3%	-12%	2%
[55] CCN1CCCC1CNCc1ccc(Cl)cc1Cl (configuration not stated)
    -4%	-12%	?	i	.	3%	-13%	8%	-21%
[56] CC(=O)NC1CCN(C(=O)N2CCCC2)CC1
    -7%	25%	6	-5%[57.5 µM]	i	9%	-1%	3%	12%
